# JNK3 blocker – blocks human JNK3 kinase activity; P53779; purified JNK3 kinase activity, HTS; inhibition, % at 8 µM; 0.61% of 60,000 active; AID 746; in the data active = inhibition above about 17%;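 also: 0% = DMSO and 100% = reference inhibitor; many of its hits are not listed in these tables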
# AP complement – orthogonal test for alternative complement pathway inhibitors; inhibition, % at 5 µM; Human serum alternative complement pathway, LPS-coated ELISA, C3 deposition; tested in compound mixtures; AID 1235; 0.08% of 62,000 active;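 active = inhibition above 30% in each of the two pooled mixtures holding the compound, so the lower value exceeds 30%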;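 also: 0% = serum in Mg-EGTA without compound and 100% = EDTA serum blank; some compounds past the cut are filed as inactive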
#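 Medium: diluted human serum in Mg2+-EGTA GVB++. Assay system: human serum complement alternative pathway, C3 deposition onto LPS. Also added: Plate-bound LPS. Technique: Anti-C3 ELISA, OD 450 nm. Measure: percent inhibition. Incubation: 1 h at 37 °C. Dosing: 5 µM each compound, pools of ten, 50 µM per pool.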
# CatS inh – human cathepsin S inhibition | P25774 | recombinant cathepsin S, AMC dipeptide fluorescence, pooled mixtures | inhibition, %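 (tested at 5 µM per compound within 10-compound mixtures)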 | 0.06% of 62,000 active | AID 501; in the data active = inhibition above about 32%, passing the limit was not always enough;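 also: 0% = enzyme without compound and 100% = blank without enzyme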
# Target sequence (P25774 115-331 limits assumed): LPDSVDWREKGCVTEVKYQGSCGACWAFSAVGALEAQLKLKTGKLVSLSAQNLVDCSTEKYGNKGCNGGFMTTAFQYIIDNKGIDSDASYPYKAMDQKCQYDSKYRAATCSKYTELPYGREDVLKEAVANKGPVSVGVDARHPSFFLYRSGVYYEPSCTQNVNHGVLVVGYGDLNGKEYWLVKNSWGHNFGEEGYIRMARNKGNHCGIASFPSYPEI
# CatB mix inh – human cathepsin B inhibition by mixtures; 0.06% of 62,000 active; inhibition, %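 (ten-compound pools at 5 µM per compound and 50 µM total)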; Purified cathepsin B, AMC dipeptide fluorescence, compound mixtures; in the data active = inhibition above about 22%, passing the limit was not always enough;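 also: 0% = enzyme without compound and 100% = no enzyme blank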
# CatB inh – human cathepsin B inhibition. P07858. purified cathepsin B, fluorogenic substrate, fluorescence. inhibition, %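 (tested at 10 µM)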. 0.1% of 63,000 active; in the data active = inhibition above about 21%;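 also: 0% = enzyme with no compound and 100% = no enzyme blank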
# ROCK2 inh – ROCK2 (human) kinase inhibition; O75116; purified ROCK2, Kinase-Glo ATP depletion luminescence; inhibition, % at 6 µM; 0.35% of 60,000 active; AID 604;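 active = inhibition above the screen-wide mean inhibition plus 3 SD, cut at about 18% in these data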;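 also: plate controls were DMSO wells for no effect and Y-27632 control wells after no-enzyme background subtraction for full effect; many of its hits are not listed in these tables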
# E coli RNAP – Escherichia coli RNA polymerase inhibition. 0.2% of 62,000 active. inhibition, %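 (tested at 10 µM)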. E. coli RNA polymerase, fluorescence transcription assay; in the data active = inhibition above about 20%;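 also: 0% = enzyme without compound and 100% = no enzyme blank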
# PKA kinase inh – blocks human protein kinase A activity | inhibition, % at 6 µM | PKA Kemptide phosphorylation, Kinase-Glo ATP luminescence | 0.1% of 65,000 active | P17612 | AID 524;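 active = inhibition above the screen-wide mean inhibition plus 3 SD, cut at about 21% in these data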; also: many of its hits are not listed in these tables
# RORA act – activators of human nuclear receptor RORA; P35398; CHO-K1 Gal4-RORA LBD luciferase reporter, luminescence; percent increase over mock-subtracted basal signal; activation, % at 10 µM; 1.5% of 65,000 active; AID 560;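 active = activation above the mean of all tested compounds plus 3 SD, cut at about 49% in these data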;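 also: 0% = DMSO-treated RORA cells and 100% = added signal equal to DMSO minus mock-transfected cells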
# Target sequence (P35398 whole entry, looked up, the tested form may be a part): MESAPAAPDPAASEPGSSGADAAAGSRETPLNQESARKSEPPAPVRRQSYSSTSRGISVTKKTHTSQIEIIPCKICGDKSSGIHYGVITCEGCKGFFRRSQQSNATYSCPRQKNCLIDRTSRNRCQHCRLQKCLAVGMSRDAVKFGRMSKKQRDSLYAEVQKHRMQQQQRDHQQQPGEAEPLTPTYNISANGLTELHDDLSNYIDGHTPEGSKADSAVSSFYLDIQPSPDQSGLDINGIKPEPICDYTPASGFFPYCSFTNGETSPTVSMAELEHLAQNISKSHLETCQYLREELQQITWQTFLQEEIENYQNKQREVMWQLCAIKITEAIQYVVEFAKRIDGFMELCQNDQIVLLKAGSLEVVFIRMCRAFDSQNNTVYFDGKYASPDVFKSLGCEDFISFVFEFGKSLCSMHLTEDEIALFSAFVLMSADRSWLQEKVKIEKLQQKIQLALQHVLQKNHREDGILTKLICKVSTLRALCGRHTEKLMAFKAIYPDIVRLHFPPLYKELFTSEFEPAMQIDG
# * hit, by the source's call; . = no result given. This is a subset; the hit share may differ from the screen's.
SMILES,JNK3 blocker,AP complement,CatS inh,CatB mix inh,CatB inh,ROCK2 inh,E coli RNAP,PKA kinase inh,RORA act
CCCn1c2c(c(O)c(C(=O)Nc3nccs3)c1=O)CCCC2,-4,2,-1,0,0,8,7,6,4
N#Cc1c(NC(=O)CSc2ncn[nH]2)sc2c1CCCCC2,0,9,9,2,4,-1,6,3,-88
O=C(CSc1ncnc2c1oc1ccccc12)Nc1cccc(C(F)(F)F)c1,1,17,-2,2,1,4,7,8,-15
COc1ccccc1C1(CC(=O)O)CCOC(C)(C)C1 (stereo not given),8,-18,10,0,4,-2,6,7,-1
CSc1nsc(SC)c1C(=O)N1CCN(S(=O)(=O)c2ccc(C)cc2)C1C (stereo not given),-2,-2,2,0,6,-2,8,-5,-2
CC(C)(C)NC(=O)CC(CC(=O)O)c1ccccc1 (stereo not given),1,11,13,6,-1,7,11,8,-10
Cc1ccc(N2C(=O)C3C(C2=O)C(C(=O)c2ccc(Cl)cc2)N2CCCC32)cc1 (stereo not given),-1,4,-2,4,-5,5,4,2,-10
CC(=N)C1=C(O)CC(C)(C)CC1=O,-4,1,-14,-1,7,-4,8,-4,0
CCC(Sc1nc(C)cc(C)n1)C(=O)O (stereo not given),-1,.,.,.,.,2,.,-6,8
CCC(C)(C)NC(=O)CC(c1ccc(OC)cc1)n1cccc1 (stereo not given),4,11,-10,0,0,1,17,-5,5
Cc1nc(C)c(C(=O)NCc2ccccc2Cl)o1,3,7,0,1,1,4,5,10,-18
Cc1ccc(-c2nc3ncccn3c2NC2CCCC2)o1,.,8,8,4,1,.,8,0,-4
CCCCn1c(SCC(=O)Nc2nc(C)cs2)nnc1-c1cccnc1,-2,25,8,5,.,5,.,-2,0
Cc1onc(-c2ccccc2)c1C(=O)N1CCCSC1=Nc1ccccc1,0,5,19,8,-2,6,13,8,-6
CCOC(=O)C(CCOc1cccc(CC)c1)C(=O)OCC,1,10,12,2,6,-3,2,-9,-11
O=C(Nc1cccc(F)c1)C1CCN(C(=O)Cc2ccccc2)CC1,3,10,-6,-1,-2,9,0,10,-16
Cc1cc(NC(=O)CSc2c3c(nc4ccccc24)CCC3)no1,10,17,3,4,-2,2,6,4,-1
O=C(Nc1ccccc1Cl)N1CCN(c2ccc3nnc(-c4ccccc4)n3n2)CC1,-4,16,5,3,3,3,3,2,1
COCCNC(=O)CSc1nc(-c2ccc(OC)c(OC)c2)cc(C(F)(F)F)n1,2,-6,-3,1,0,-2,-4,-4,1
CCN(CC)CCCNC(=O)c1cc(-c2ccc(Cl)c(Cl)c2)on1,-7,2,21,7,7,5,3,-1,2
O=C(NCc1ccc2c(c1)OCO2)C1CCN(c2ncccn2)CC1,5,-2,-2,1,0,4,7,9,2
CCOC(=O)c1cnc2c(C(F)(F)F)cccc2c1N1CCOCC1,-6,13,4,6,-6,8,3,8,-21
CC(=O)c1c(N=CN(C)C)nc(C)nc1-c1ccccc1,-3,14,2,7,-5,4,2,7,-11
Cc1nn2c3c(cnc2c1-c1ccccc1)C(=O)CC(C)C3 (stereo not given),-9,14,-13,0,0,-6,2,-7,17
CC(C)OC(=O)c1c(N)sc2c1CCCC2,-3,27,-6,-5,-7,-3,-10,-1,-7
COc1cccc(CN(C(=O)c2cc3ccccc3oc2=O)C2CC2)c1,-11,3,2,5,11,-3,1,3,52*
Cc1ccc(C)c(NC(=O)CSc2nnc(CCCCCNC(=O)OC(C)(C)C)o2)c1,7,2,1,0,2,4,4,10,22
COc1ccc(-c2cc(C(=O)Nc3cnn(Cc4ccccc4C)c3)no2)cc1OC,10,8,-1,-1,-1,2,2,9,-9
COc1cccc(-n2c(SC)nnc2-c2c[nH]c3ccccc23)c1,-2,5,3,1,0,5,1,4,-14
COCCN(C(=O)Cc1cccs1)c1nnc(-c2cccnc2)s1,-9,19,-4,-9,6,-3,3,2,10

# 6 records picked at random from the list so far, as already listed:
SMILES,JNK3 blocker,AP complement,CatS inh,CatB mix inh,CatB inh,ROCK2 inh,E coli RNAP,PKA kinase inh,RORA act
Cc1nn2c3c(cnc2c1-c1ccccc1)C(=O)CC(C)C3 (stereo not given),-9,14,-13,0,0,-6,2,-7,17
COc1cccc(-n2c(SC)nnc2-c2c[nH]c3ccccc23)c1,-2,5,3,1,0,5,1,4,-14
O=C(NCc1ccc2c(c1)OCO2)C1CCN(c2ncccn2)CC1,5,-2,-2,1,0,4,7,9,2
COCCN(C(=O)Cc1cccs1)c1nnc(-c2cccnc2)s1,-9,19,-4,-9,6,-3,3,2,10
COc1ccc(-c2cc(C(=O)Nc3cnn(Cc4ccccc4C)c3)no2)cc1OC,10,8,-1,-1,-1,2,2,9,-9
CC(=O)c1c(N=CN(C)C)nc(C)nc1-c1ccccc1,-3,14,2,7,-5,4,2,7,-11

# Later entries.
SMILES,JNK3 blocker,AP complement,CatS inh,CatB mix inh,CatB inh,ROCK2 inh,E coli RNAP,PKA kinase inh,RORA act
COc1cc(C)nc(OCCNC(=O)COc2ccc(Cl)cc2C)n1,-3,-13,11,6,5,1,5,-1,-21
Cn1c(=O)c2c(SCC(=O)NCc3ccco3)nc(CC(C)(C)C)nc2n(C)c1=O,0,5,1,1,6,0,13,5,14
Cc1ccc(/C(O)=C2/C(=O)C(=O)N(CCN3CCOCC3)C2c2ccccn2)cc1 (stereo not given),3,-10,4,3,5,3,13,2,42
CCOc1c(OC)cccc1C1CC(=O)Nc2cc(OC)c(OC)cc21 (stereo not given),-3,23,-4,4,-4,1,-1,-1,-2
O=C(c1coc2ccc(O)c(CN3CCOCC3)c12)C1CC1,0,5,15,5,-2,-1,9,-1,-8
CCOC(=O)N1CCC(c2cc(=O)n3[nH]cc(C(=O)OC)c3n2)CC1,0,6,8,0,1,4,2,6,6
O=S(=O)(c1ccc(S(=O)(=O)N2CCN(C3CCCCC3)CC2)cc1)N1CCCCCC1,1,7,10,5,0,-3,7,0,-26
CC(C)Oc1ccc(CNCC2(O)CCOC(C)(C)C2)cc1 (stereo not given),6,-10,-4,2,1,4,-9,7,22
O=C1CC(N2CCN(c3cccc(C(F)(F)F)c3)CC2)C(=O)N1c1ccccc1F (stereo not given),0,15,1,0,-2,-2,-1,-7,-25
O=C(NCc1csc(-c2ccccc2)n1)c1ccco1,-1,14,-2,6,-6,2,0,4,9
CC(=O)NCc1ccc(-c2csc(N)n2)s1,-7,18,-3,8,-1,6,8,5,-3
O=C(CSc1nnnn1C1CCCCC1)Nc1nc2c(s1)CCCC2,1,-1,6,-1,-4,4,8,10,30
O=C(Nc1nccs1)C1C2/C=C\CCCCC21 (stereo not given),1,-17,5,6,2,2,-7,8,4
CCOCCCNc1ccc(-c2ccccc2)nn1,-4,7,11,7,6,-1,6,-3,47
CCOC(=O)C1CCCN(C(=O)C2CCCN(S(=O)(=O)c3ccc4c(c3)oc(=O)n4C)C2)C1 (stereo not given),-6,7,-6,-3,4,-11,-3,-1,2
COc1cc(C)nc(OCCNS(=O)(=O)c2cc(C)ccc2C)n1,4,-13,8,-1,-3,3,6,13,-8
CCc1ccc(Nc2oc(C)cc(=O)c2C(C)=O)cc1,3,11,-7,2,1,4,2,5,-3
CC(=O)c1cc(F)c(N2CCN(CCC#N)CC2)cc1C,.,7,24,5,1,.,9,.,.
N#CC1=C(N)S[C@H](C(=O)C23CC4CC(CC(C4)C2)C3)[C@H]1c1ccncc1,-9,5,-2,6,-2,2,7,-1,-7
CCCCn1c2nc3ccccc3nc2c2c(=N)oc(C)nc21,.,3,0,0,-3,.,-10,9,22
O=C(Cn1cc(C(=O)c2cccs2)c2ccccc21)NCc1cccs1,-4,5,-3,-1,3,2,4,-2,9
CN(CCCNC(=O)c1cccc(N2CCCC2=O)c1)c1ccccc1,.,-2,0,0,1,.,7,9,-17
CC(=O)Nc1ccc(-n2c(C)c(C(C)=O)c(C(C)=O)c2C)cc1,3,4,20,3,-1,3,6,5,6
O=S(=O)(NCc1cn2ccsc2n1)c1ccc(Oc2ccccc2)cc1,0,11,-2,5,3,4,1,-3,-22
CC(=O)c1cccc(NC(=O)N2CCCC2C(=O)NCCC(C)C)c1 (stereo not given),-2,13,2,2,1,-2,7,-3,-12
CCOC(=O)Cn1c2c(c(-c3ccccc3OC)cc1=O)CCCC2,9,18,-3,8,-5,-3,5,2,-8
CC(c1ccccc1)N1CC(C(=O)N2CCN(c3ccccc3)CC2)CC1=O (stereo not given),-8,20,-1,4,-3,5,4,6,4
Cc1ccc(-c2nn3c(C)nnc3s2)cc1NC(=O)COc1ccc(Cl)cc1,2,12,12,4,-4,1,5,-5,-4
O=C(c1ccco1)N1CCN(C(=O)C2CCN(S(=O)(=O)c3cccc4nsnc34)CC2)CC1,0,4,-14,7,7,4,7,10,-11
O=C(Nc1nc(-c2cc3ccccc3oc2=O)cs1)c1ccco1,-5,7,5,3,-2,-4,2,5,-10
CCOC(=O)N1CCN(C(=O)CCCn2nc(C)c3sc4ccccc4c3c2=O)CC1,-17,0,10,-2,15,2,7,12,-9
CCN(CC)c1nc2nonc2nc1N(CC)CC,4,16,7,5,-3,5,5,8,12
COc1ccc(C(=O)OCCN=C2NS(=O)(=O)c3ccccc32)cc1OC,.,12,-2,5,2,.,0,4,4
CCOC(=O)C1CCCN(C(=O)CNC(=O)Cn2ccc3ccccc3c2=O)C1 (stereo not given),.,16,6,-6,5,.,-3,1,-21
NCCN1CCN(CCN)CC1,2,12,2,5,-8,0,7,0,4
CCOC(=O)C1CCCN(C(=O)CCc2ccccc2)C1 (stereo not given),-3,-1,-7,2,0,8,-2,8,2
COC(=O)CSc1nnc2c3c4c(sc3nc(-n3nc(C)cc3C)n12)COC(C)(C)C4,7,-14,0,5,4,3,2,0,-24
CCC(=O)c1cc2c(cc1NC(=O)C(C)C)OCCO2,-10,13,-1,4,-1,4,2,2,-12
COc1ccccc1-n1c(C)nnc1SCC(=O)Nc1cc(C)cc(C)c1,-1,11,-5,4,-6,5,3,0,13
CN1CC2(C)CN(C(c3ccccc3)c3ccccc3)CC(C)(C1)C2O (stereo not given),2,.,.,.,4,2,2,2,3
COc1ccc(CCNC(=O)CSc2nc(N)c(C#N)c(-c3cccs3)c2C#N)cc1OC,-1,13,-6,1,4,-5,7,0,15
CC(=O)Nc1nc2ccc(-c3nc4ccccc4o3)cc2s1,0,-6,8,0,3,6,2,10,69*
COCCNC(=O)CN1CCC(NC(=O)Nc2ccc(C(F)(F)F)cc2)CC1,-1,-5,5,-10,1,5,3,13,-11
c1ccc2[nH]c(SCCN3CCOCC3)nc2c1,-1,0,1,1,1,2,3,6,26
COc1ccc(-n2c(Cc3cccn3C)nnc2SCC(=O)Nc2cccc(Cl)c2)cc1,-3,-5,5,4,2,6,-6,1,30
Cc1cc(C(=O)OCC(=O)N(C)C2CCS(=O)(=O)C2)c(C)n1-c1ccccc1 (stereo not given),-3,2,-9,-3,6,5,5,7,-10
COc1ccccc1Oc1ccc(S(=O)(=O)N2CCOCC2)cc1S(=O)(=O)N1CCOCC1,5,-2,9,5,6,7,8,7,3
O=C1C=C(N2CCN(C(=O)c3ccccc3)CC2)C2(CCCCC2)O1,-8,8,8,23,1,5,11,3,-20
COc1ccccc1CN1CCCC(C(=O)N(C)Cc2ccccc2)C1 (stereo not given),-4,2,8,4,4,5,10,7,1
Cc1cc(OCC(=O)NCCCN2CCOCC2)cc(C)c1Cl,-3,7,15,2,0,5,0,2,-9
COc1ccc(Cn2nnnc2C(c2cc3cccc(C)c3[nH]c2=O)N2CCOCC2)cc1 (stereo not given),1,15,-3,1,2,0,-1,-1,2
CSc1nc(C2CC2)cc(-c2cccs2)c1C#N,-8,14,2,3,48*,1,8,-5,0
CCOC(=O)N1CCN(c2cc3nccnc3cc2F)CC1,6,5,-13,-8,2,4,-2,2,-9

# Bioassay records as filed in PubChem BioAssay.
